Screening data (PubChem)
SRC1 inh – human NCOA1 inhibition | HEK293 GAL4-SRC1 luciferase reporter, luminescence | inhibition, % at 3.6 µM | hit rate 0.12% among 360,000 | AID 588354;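 active means inhibition above the campaign mean plus 3 SD, with each screening campaign given its own cutoff, cut at about 60% in these data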;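 further: 0% = DMSO treated cells and 100% = gossypol at 36 µM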
LMP1 NFkB inh – Epstein-Barr LMP1 NF-kappaB reporter inhibition. hit rate 0.69% among 350,000. LMP1-induced NF-kappaB luciferase reporter cells, luminescence. inhibition, % at 12.5 µM; in the data active means inhibition above about 41%;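 further: 0% = neutral control wells and 100% = reference inhibitor control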
NCOA2 inhibitor – human SRC2 (NCOA2) inhibition | Q15596 | inhibition, % at 9 µM | HEK293 GAL4-SRC2 luciferase reporter, luminescence | hit rate 0.17% among 370,000 | AID 651957;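 active means inhibition above the mean inhibition of all tested compounds plus 3 SD, set per campaign, cut at about 52% in these data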;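 further: 0% = DMSO treated cells and 100% = cells given Gossypol at 36 µM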
NR5A2 inv ag – suppresses constitutive activity of human LRH-1; inhibition, % at 3.6 µM; AID 602396; HEK293T StAR-luciferase reporter, LRH-1 transfected, 24 h; hit rate 0.13% among 360,000; O00482;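 active means inhibition above the mean inhibition of all tested compounds plus 3 SD, cut at about 73% in these data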;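 further: 0% = DMSO wells and 100% = reporter-only cells lacking LRH-1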
Target sequence (O00482 whole entry, looked up): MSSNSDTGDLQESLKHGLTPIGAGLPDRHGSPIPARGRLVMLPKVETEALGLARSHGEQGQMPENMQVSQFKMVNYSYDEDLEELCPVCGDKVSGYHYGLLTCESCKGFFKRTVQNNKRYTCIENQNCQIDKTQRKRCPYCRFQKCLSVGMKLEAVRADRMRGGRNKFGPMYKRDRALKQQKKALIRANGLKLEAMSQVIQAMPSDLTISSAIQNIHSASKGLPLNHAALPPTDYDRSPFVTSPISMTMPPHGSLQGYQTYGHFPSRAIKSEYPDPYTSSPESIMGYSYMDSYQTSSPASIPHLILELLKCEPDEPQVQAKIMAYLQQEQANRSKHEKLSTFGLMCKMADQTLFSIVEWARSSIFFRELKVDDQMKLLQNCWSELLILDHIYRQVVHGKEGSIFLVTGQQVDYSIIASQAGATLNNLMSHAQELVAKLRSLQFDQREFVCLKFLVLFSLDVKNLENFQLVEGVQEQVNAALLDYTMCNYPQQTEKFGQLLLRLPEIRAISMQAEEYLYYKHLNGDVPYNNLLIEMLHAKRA
CF NFkB inh – blocks PAF-induced NF-kB reporter in cystic fibrosis cells | inhibition, % at 5 µM | KKLEB NF-kB-GFP reporter, GFP fluorescence overnight | hit rate 0.86% among 360,000 | AID 588850;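 active means at least 50% inhibition at 5 µM, scaled per plate between neutral and stimulator controls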;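 further: PAF is a Pseudomonas aeruginosa culture filtrate used as stimulus; plate controls were PAF-stimulated DMSO wells for no effect and unstimulated DMSO wells for full effect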
TROY signal inh – blocks TROY-dependent signaling in reporter cells; Q293 LMP1-TROYcd NF-kB luciferase reporter, 4 h; inhibition, % at 10 µM; hit rate 0.98% among 360,000; AID 1347056;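 active means compounds whose plate-normalised and pattern-corrected inhibition of the luciferase reporter signal at the single screening dose is 50% or more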
NR2F2 inh – blocks human COUP-TFII nuclear receptor. hit rate 0.7% among 370,000. inhibition, % at 8.6 µM. HEK293T NGFI-A luciferase reporter, luminescence. P24468. AID 686940;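 active means inhibition above a per-plate cutoff, mean inhibition of test wells between control levels plus 3 SD, cut at about 38% in these data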;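 further: cells cotransfected with COUP-TFII expression vector driving the NGFI-A reporter; 0% = median of COUP-TF2 test wells and 100% = reporter-only cells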
Target sequence (P24468 whole entry, looked up): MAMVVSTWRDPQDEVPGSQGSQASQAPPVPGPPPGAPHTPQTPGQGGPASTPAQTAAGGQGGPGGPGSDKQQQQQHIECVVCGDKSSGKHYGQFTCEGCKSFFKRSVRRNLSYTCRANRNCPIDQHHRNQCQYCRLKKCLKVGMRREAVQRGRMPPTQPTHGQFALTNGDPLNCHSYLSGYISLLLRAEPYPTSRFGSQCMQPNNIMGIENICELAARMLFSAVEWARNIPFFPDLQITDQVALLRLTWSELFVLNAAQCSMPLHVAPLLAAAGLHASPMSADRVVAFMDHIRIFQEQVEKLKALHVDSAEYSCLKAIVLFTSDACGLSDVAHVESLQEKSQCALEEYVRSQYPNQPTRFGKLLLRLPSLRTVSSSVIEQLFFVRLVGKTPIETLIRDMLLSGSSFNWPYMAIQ
NCOA3 inh – human NCOA3 inhibition | hit rate 0.17% among 360,000 | HEK293 GAL4-SRC3 luciferase reporter, luminescence | inhibition, % at 3.6 µM | AID 588352 | Q9Y6Q9;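 active means inhibition above a per-campaign cutoff, the mean of all compounds plus 3 SD, cut at about 60% in these data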;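 further: 0% = DMSO-treated cells and 100% = gossypol-treated cells at 36 µM; higher means less SRC3-driven luciferase light from the GAL4 reporter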
KKLEB tox – counter-screen for CF NF-kB inhibitors: cytotoxicity; KKLEB CF airway cells viability, ATPlite luminescence, overnight; hits give low values; cells stimulated with P. aeruginosa culture filtrate; activity change (cytotoxicity), % at 5 µM; hit rate 0.36% among 360,000; AID 602141;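 active means corrected activity change at or below -50% at 5 µM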
C8 TRAIL sens – caspase-8 TRAIL sensitization | NB7+C8 cells + TRAIL, ATPlite viability luminescence | inhibition (viability loss, TRAIL sensitization), % at 10 µM | hit rate 1% among 360,000 | AID 624354;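 active means compounds causing at least 50% loss of cell viability in the single-dose screen, relative to plate controls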
TWEAK-Fn14 inh – TWEAK-Fn14 signaling inhibition. hit rate 2% among 360,000. TWEAK-stimulated Fn14 reporter cells, luciferase luminescence, 8 h. inhibition, % at 10 µM; in the data active means inhibition above about 50%
Starred values were filed as active, the others as inactive; . = not tested or not shown.

SMILES	SRC1 inh	LMP1 NFkB inh	NCOA2 inhibitor	NR5A2 inv ag	CF NFkB inh	TROY signal inh	NR2F2 inh	NCOA3 inh	KKLEB tox	C8 TRAIL sens	TWEAK-Fn14 inh
COc1ccc(NS(=O)(=O)c2cccc(C(=O)NCCc3ccc(S(N)(=O)=O)cc3)c2)cc1	-2	2	-1	-6	10	14	12	19	-6	-2	17
O=C(C=Cc1ccccc1O)c1ccccc1O	-31	-14	-35	11	71*	8	-17	-10	-45	12	62*
[N-]=[N+]=NC[C@H](Cc1ccccc1)N1CC[C@@H](OCc2ccccc2)CCC1=O	-6	-1	-6	9	-10	4	-5	-11	-2	7	-2
O=[N+]([O-])c1ccc(N/N=C/c2ccccc2)cc1	-41	-19	-27	-18	-22	-45	-35	-57	-6	-26	10
Cc1ccc(NC(=O)c2ccc(S(=O)(=O)C(F)F)cc2)c(C)c1	-4	-1	2	-27	6	-18	8	-16	-17	7	-16
N/C(Cc1ccccc1Sc1ccccc1)=N\O	-4	1	-31	10	12	-13	8	13	-6	-5	-13
Cc1ccc(S(=O)(=O)NC(=O)c2cc(C)n(C3CC3)c2C)cc1	8	7	-1	-17	-5	3	-25	16	2	-3	36
O=S(=O)(c1ccc2c(c1)OCCO2)N1CCN(S(=O)(=O)c2ccco2)CC1	1	8	-6	6	-1	-6	13	1	5	-10	-8
O=C(Nc1ccc(F)c(Cl)c1)c1ccc2sc([C@@H]3O[C@H](CO)[C@H](O)[C@H](O)[C@H]3O)nc2c1	0	.	-10	-43	-8	-18	-12	-9	9	-9	-8
COc1ccc(-n2c(Cc3cccn3C)nnc2SCC(=O)Nc2ccccc2F)cc1	-23	3	-9	-1	-25	3	8	2	-1	-18	26
CCOc1cc(S(=O)(=O)N(Cc2ccccc2)Cc2ccccc2)c(OCC)cc1-n1cnnn1	-2	6	-13	20	1	4	13	-9	5	0	-4
Cc1ccc2nc(/C(C#N)=C\c3cc(C)n(-c4cccc([N+](=O)[O-])c4)c3C)[nH]c2c1	6	-2	-17	-12	4	0	18	11	-2	0	14
COc1cc2oc3ccc(C#Cc4ccccn4)cc3c(=O)c2cc1OC	-6	-11	-1	1	-43	-50	-8	-20	-20	19	-51
Cc1csc(NC(=O)CSC2=NS(=O)(=O)c3cc(F)ccc3N2)n1	6	4	-27	-16	-34	-15	0	-16	10	-14	11
Cc1cc(C)c(S(=O)(=O)Nc2cccc(C(=O)O)c2)cc1S(=O)(=O)Nc1cccc(C(=O)O)c1	-1	3	-16	-13	-35	5	2	8	13	-20	12
O=C(CCN1CCN(C/C=C/c2ccccc2)CC1)Nc1ccccc1	11	2	-57	9	-5	1	3	7	-5	30	7
CCOC(=O)N1CCN(C(=O)c2ccc(OC)cc2)CC1	5	-9	-23	-7	-1	-4	-8	-1	0	-8	-2
C#Cc1ccc(NC(=O)C2(C)CCN2C(=O)C/C=C/c2ccccc2)cc1 (stereo not drawn)	6	.	9	2	-35	19	15	7	-1	18	-6
CN1CCCN(C(=O)c2cc(=O)[nH]c3ccccc23)c2nc3ccccc3nc21	6	-5	-18	12	-11	-5	10	8	-14	-15	0
O=C(CCS(=O)(=O)c1cccs1)N1CCCC1	-35	-5	-1	-43	-5	10	-29	-43	4	3	-3
COc1ccc(OC)c(N2CC(O)(c3cccs3)[N+]3=C2SCCC3)c1 (stereo not drawn)	-15	0	12	8	-16	7	-7	10	9	-5	-14
c1ccc(C2C/C(=N\N3CCOCC3)c3ccccc3O2)cc1 (stereo not drawn)	-2	7	6	-25	-5	7	-14	-4	-10	9	-37
O=C(CNC(c1ccccc1)c1ccccc1)Nc1cc([N+](=O)[O-])ccc1Cl	-6	2	13	12	8	8	8	15	5	-1	5
Cc1ccc(CNS(=O)(=O)c2ccc(-c3cnc(C4CC4)o3)cc2)cc1	0	3	14	5	20	17	2	-22	-4	-14	-12
CCOc1ccc(/C(O)=C2/C(=O)C(=O)N(Cc3cccnc3)C2c2ccc(N(C)C)cc2)c(C)c1 (stereo not drawn)	7	1	-1	7	-24	-5	2	14	-2	-4	10
O=C(C[n+]1cccc(/C=N/O)c1)N1CCCc2ccccc21	12	-71	-4	-11	0	-20	-5	5	9	0	-6
COc1ccccc1CC(NC(C)=O)C(=O)NC1CCN(C(=O)c2ccc(C)cc2)CC1 (stereo not drawn)	2	11	9	8	3	-10	1	8	-1	24	19
O=C1Nc2ccccc2N(C(=O)c2c(F)cccc2F)C1c1nc2ccccc2[nH]1 (stereo not drawn)	.	.	-78	-143	.	-32	-97	.	.	77*	44
CCOC(=O)C1CCN(c2c(-c3ccccc3)c3cc(Cl)ccc3[nH]c2=O)CC1	-8	-1	-15	4	-3	-5	4	18	11	-3	18
COc1ccc(CN2C(=O)CCC2(C)c2nc3ccccc3[nH]2)cc1 (stereo not drawn)	-22	.	9	-3	1	9	-8	0	-11	-5	-1
COc1cc(NS(=O)(=O)c2ccc(Cl)cc2)c(C(=O)O)cc1OC	3	5	0	24	-6	1	-3	2	4	-8	12
CC(=O)NC(CCS(C)(=O)=O)C(=O)Nc1ccccc1Cl (stereo not drawn)	-10	1	19	-8	-6	-4	2	-32	-1	-13	-11
Cc1nnc(NC(=O)C2CCN(C(=O)c3ccco3)CC2)s1	-24	-4	-5	2	-21	-9	14	10	1	-6	-1
CC(C1CC1)N(Cc1ccccc1)C(=S)Nc1ccccc1 (stereo not drawn)	5	2	-13	4	12	17	-1	11	0	-5	18
CCN(CC)C(=O)[C@H]1C[C@H](CC(=O)NCCc2ccccn2)C(=O)N2CCc3c([nH]c4cc(CCC(=O)N(C)C)ccc34)[C@]12C	-1	0	-20	-9	8	-10	-23	-4	5	15	0
CCNC(=O)/C(=C\c1ccccc1)NC(=O)/C=C/c1ccccc1	5	15	-3	-7	7	-3	-6	15	-8	0	14
COC(=O)c1sc(S(=O)(=O)NCc2ccccc2)c(C(=O)OC)c1C	21	-5	-5	12	-1	17	3	6	-4	-12	9
CNC(=O)c1cccc2cccc(Sc3ccccc3C(=O)O)c12	5	0	5	5	9	21	7	14	0	-7	-15
COC(=O)c1ccc(CSc2nnc3c(Cl)cc(Cl)cn23)o1	-2	-7	12	0	-7	4	-11	-12	2	9	2
CCN(CC)CCN=CC1=C(O)CNC1=O	-3	-4	27	10	-18	-3	-8	0	12	-1	5
COC(=O)c1ccc(N/C=C/C(=O)c2ccccc2)cc1	-85	-12	-36	-96	-10	-21	-45	-119	-20	55*	51*
COc1cccc(C2=NCCc3cc4c(cc32)OCO4)c1OC	6	-1	14	10	6	-10	-15	7	-4	-7	17
O=C(C1CCCCC1)N1CCC(O)(c2ccc(Cl)cc2)CC1	-14	-6	.	16	1	11	.	-14	8	1	4
Cc1ccc2oc(C(=O)NCC(c3ccco3)N(C)C)c(C)c2c1 (stereo not drawn)	-23	-22	7	-35	-2	-13	-30	-48	4	25	-29
Cc1ccnc2c1ccc1cccnc12	7	80*	52	71	3	-9	-3	-50	2	8	-32
Cc1ccc(-c2nn(CC(=O)N(C)C)c(=O)c3ccccc23)cc1S(=O)(=O)N(C)C	7	-1	14	3	10	-17	-1	2	-4	1	-8
O=C(/C=C/c1ccc([N+](=O)[O-])cc1)c1cccnc1	-14	-11	5	14	23	6	1	14	-9	3	13
Cc1ccc(S(=O)(=O)NC(CC(=O)n2nc(C)cc2C)c2ccccc2)cc1 (stereo not drawn)	3	2	14	8	10	-15	-5	-19	1	0	-4
COc1cccc(CNC(=O)c2ccc(C)c(S(=O)(=O)N3CCCCC3)c2)c1	12	12	-5	3	-16	-6	18	-6	4	14	19
CC1CCN(S(=O)(=O)c2ccc3c(c2)N(CC(=O)NCCCN2CCCC(C)C2)C(=O)CO3)CC1 (stereo not drawn)	6	0	9	-21	-27	-10	-10	-8	14	-6	-12
CC(=O)Nc1cccc(NC(=O)CCNC(=O)c2ccccc2)c1	-50	2	-6	6	-7	-2	4	-13	4	-8	2
Cc1cc(N2CCN(c3ccc(C(F)(F)F)cc3[N+](=O)[O-])CC2)c2ccccc2n1	16	5	-22	22	4	45	32	4	1	13	0
Cc1nnsc1C(=O)Nc1ccc(S(=O)(=O)N2CCCC(C)C2)cc1 (stereo not drawn)	7	7	-3	21	-27	1	16	17	10	9	-14
CC1(c2ccccc2)NC(=O)N(CC(=O)Nc2cc(C(F)(F)F)ccc2N2CCCCC2)C1=O (stereo not drawn)	-7	2	-13	-4	17	-13	-2	17	2	6	11
Cc1csc(C(C)N(C)C(=O)c2ccc(OC3CCN(Cc4ccccn4)CC3)cc2)n1 (stereo not drawn)	-12	5	5	5	23	-1	37	-18	-8	13	9
COc1ccc(C2CC(C(F)(F)F)n3nc(C(=O)NCc4c(C)nn(C)c4C)c(Cl)c3N2)cc1 (stereo not drawn)	20	9	22	21	6	39	28	17	7	-10	24
O=C(CSCc1ccccc1)NCCc1ccc(F)cc1	-6	-3	-10	-22	2	-10	9	-7	5	-3	-9
COc1ccccc1NC(=O)N(C)C[C@H]1OCc2cnnn2CCCC(=O)N([C@H](C)CO)C[C@H]1C	-37	-4	-4	16	7	-6	-6	-15	3	-5	5
CCCN(CCC)CCCNC(=O)CC(C(=O)N1CCc2ccccc21)n1ccnc1 (stereo not drawn)	-19	-15	-1	-18	-13	10	13	-5	-25	-13	22
CCN1CCN(c2ccc(S(=O)(=O)N3CCCCC3)cc2NC(=O)c2ccc([N+](=O)[O-])o2)CC1	-8	-20	-1	4	17	4	2	24	13	55*	0
(more compounds)
SMILES	SRC1 inh	LMP1 NFkB inh	NCOA2 inhibitor	NR5A2 inv ag	CF NFkB inh	TROY signal inh	NR2F2 inh	NCOA3 inh	KKLEB tox	C8 TRAIL sens	TWEAK-Fn14 inh
O=C(NCc1ccncc1)c1c(F)c(F)c(F)c(F)c1F	-14	4	6	9	10	8	4	3	-16	11	-9
COC(=O)c1ccc(CSc2nc3ccccc3c(=O)n2N)cc1	-12	-14	-13	-10	-4	5	-2	-4	-4	10	11
O=C(NC1CCCCCCC1)c1cc(-c2ccccn2)nc2ccccc12	7	4	3	10	2	1	10	-9	-2	25	28
Cc1nnc(NCCO)c2ccccc12	1	-2	-30	-1	-16	-9	-1	0	4	-10	-4
CCCCNC(=S)N1CCN(c2ccccc2Cl)CC1	2	-8	3	-18	10	6	-21	17	0	4	-26
COc1ccc(NC(=O)CSc2nnc(CC(=O)Nc3ccc(F)cc3)n2C)cc1	-19	-3	-13	-28	2	-22	-12	2	4	-8	46
CC(C)(C)NC(=O)CSc1nnc(-c2ccncc2)o1	15	0	9	14	3	3	9	16	-19	4	6
CCOC(=O)c1c(C)nc2c(c1C)c(=O)oc1ccccc12	-11	6	-31	-7	-8	-92	-32	4	3	-1	0
CCc1ccccc1N(CC)C(=O)CCc1nc(-c2ccc(C)cc2)no1	-5	-5	0	-17	0	30	10	18	4	7	31

In another format: 2 of the compounds above.
Order of values: SRC1 inh | LMP1 NFkB inh | NCOA2 inhibitor | NR5A2 inv ag | CF NFkB inh | TROY signal inh | NR2F2 inh | NCOA3 inh | KKLEB tox | C8 TRAIL sens | TWEAK-Fn14 inh
CCCCNC(=S)N1CCN(c2ccccc2Cl)CC1
→ 2 | -8 | 3 | -18 | 10 | 6 | -21 | 17 | 0 | 4 | -26
O=C(NCc1ccncc1)c1c(F)c(F)c(F)c(F)c1F
→ -14 | 4 | 6 | 9 | 10 | 8 | 4 | 3 | -16 | 11 | -9
